Screens deposited in PubChem BioAssay by The Scripps Research Institute Molecular Screening Center.
PREPL inh = PREPL enzyme inhibitors, primary screen, biochemical, fluorescence polarization; recombinant PREPL, fluorescence polarization activity-based probe; Prolyl endopeptidase-like (Homo sapiens), Q4J6C6; inhibition, % at 5.96 µM; AID 2751, 2010; actives 0.68% (n = 320,000); in the data active means inhibition above about 43%;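 further: 0% = enzyme with DMSO and 100% = wells lacking enzyme; many of its hits are not listed in these tables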
PAFAH2 inh = PAFAH2 enzyme inhibitors, primary screen, biochemical, fluorescence polarization, human | Platelet-activating factor acetylhydrolase 2, cytoplasmic (Homo sapiens), Q99487 | recombinant PAFAH2, FP-rhodamine activity probe | inhibition, % at 3.39 µM | actives 0.99% (n = 340,000);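 active means inhibition above the mean over all tested compounds plus 3 SD, cut at about 30% in these data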;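 further: inhibitors block probe labeling of enzyme so polarization drops; 0% = enzyme with DMSO and 100% = wells lacking PAFAH2 protein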
ZTA counter = ZTA (EBV) inhibition in EBNA-1 counter-screen; ZTA-DNA binding, fluorescence polarization; actives 0.15% (n = 320,000); P03206; inhibition, % at 11 µM; in the data active means inhibition above about 33%
Target sequence (P03206 whole entry, looked up): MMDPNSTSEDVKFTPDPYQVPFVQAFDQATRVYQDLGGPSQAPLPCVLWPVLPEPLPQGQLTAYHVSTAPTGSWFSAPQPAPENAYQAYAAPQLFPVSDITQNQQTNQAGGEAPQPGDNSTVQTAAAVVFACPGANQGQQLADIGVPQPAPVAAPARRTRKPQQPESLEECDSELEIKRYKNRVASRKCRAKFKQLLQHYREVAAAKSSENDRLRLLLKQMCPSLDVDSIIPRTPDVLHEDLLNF
pPAFAH FP inh = pPAFAH enzyme inhibitors, primary screen, biochemical, fluorescence polarization, human; Platelet-activating factor acetylhydrolase (Homo sapiens), Q13093; recombinant pPAFAH, FP-rhodamine probe fluorescence polarization; inhibition, % at 3.39 µM; actives 1.5% (n = 330,000); AID 463082, 2010;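 active means inhibition above the mean inhibition across the screen plus 3 SD, cut at about 25% in these data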;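 further: inhibitors block binding of the rhodamine activity-based probe so polarization drops; 0% = enzyme with DMSO and 100% = wells lacking pPAFAH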
Target sequence (Q13093 whole entry, looked up): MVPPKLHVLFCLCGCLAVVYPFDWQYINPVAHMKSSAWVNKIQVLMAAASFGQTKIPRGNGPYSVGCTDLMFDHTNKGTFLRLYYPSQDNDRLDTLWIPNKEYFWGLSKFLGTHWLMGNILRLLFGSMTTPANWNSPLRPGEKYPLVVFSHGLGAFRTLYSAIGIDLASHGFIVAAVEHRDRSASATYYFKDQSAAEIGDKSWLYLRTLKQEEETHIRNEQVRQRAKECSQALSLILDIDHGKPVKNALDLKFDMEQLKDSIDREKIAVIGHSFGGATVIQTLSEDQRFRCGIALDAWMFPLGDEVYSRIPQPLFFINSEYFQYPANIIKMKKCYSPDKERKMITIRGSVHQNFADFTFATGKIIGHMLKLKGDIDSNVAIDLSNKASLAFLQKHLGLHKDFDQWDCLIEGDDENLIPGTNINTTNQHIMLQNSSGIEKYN
PAFAH1B3 FP inh = PAFAH1B3 enzyme inhibitors, primary screen, biochemical, fluorescence polarization, human; Platelet-activating factor acetylhydrolase IB subunit alpha1 (Homo sapiens), Q15102; recombinant PAFAH1B3, FP-rhodamine probe; inhibition, % at 3.39 µM; actives 0.28% (n = 340,000); AID 492972, 2010;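 active means inhibition above the screen-wide average of all tested compounds plus 3 SD, cut at about 25% in these data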;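 further: 0% = enzyme with DMSO only and 100% = wells lacking PAFAH1B3 protein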
LYPLA1 counter = LYPLA1 inhibitors, primary screen, counter-screen for PME1 inhibitor project, biochemical, fluorescence polarization, FP-Rh probe ABPP. Acyl-protein thioesterase 1 (Homo sapiens), O75608. recombinant LYPLA1. inhibition, % at 5.9 µM. actives 0.16% (n = 320,000). AID 2174, 2009;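 active means inhibition above the mean of all tested compounds plus 3 SD, set per campaign, cut at about 14% in these data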;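 further: inhibitors block serine hydrolase probe labeling of LYPLA1 so polarization falls; 0% = enzyme with DMSO and 100% = wells lacking LYPLA1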
Target sequence (O75608 whole entry, looked up): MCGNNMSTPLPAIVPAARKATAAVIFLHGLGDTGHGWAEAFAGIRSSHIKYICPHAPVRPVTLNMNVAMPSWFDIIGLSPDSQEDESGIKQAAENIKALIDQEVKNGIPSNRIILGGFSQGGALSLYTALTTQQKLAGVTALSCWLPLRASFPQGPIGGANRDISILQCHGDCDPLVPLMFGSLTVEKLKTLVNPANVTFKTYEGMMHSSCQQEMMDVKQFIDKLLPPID
EBNA-1 inh = EBNA-1 DNA-binding inhibitors, primary screen, biochemical, fluorescence polarization. inhibition, % at 14.8 µM. actives 0.34% (n = 300,000); in the data active means inhibition above about 28%
LYPLA2 inh = LYPLA2 inhibitors, primary screen, counter-screen for PME1 inhibitor project, biochemical, fluorescence polarization, FP-Rh probe ABPP | AID 2177, 2009 | recombinant LYPLA2 | Acyl-protein thioesterase 2 (Homo sapiens), O95372 | actives 0.38% (n = 320,000) | inhibition, % at 5.9 µM;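 active means inhibition above the screen-wide mean plus 3 SD, limit set per campaign, cut at about 26% in these data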;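 further: 0% = LYPLA2 with DMSO and 100% = wells lacking LYPLA2 enzyme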
PAFAH1B2 FP inh = PAFAH1B2 enzyme inhibitors, primary screen, biochemical, fluorescence polarization, human; Platelet-activating factor acetylhydrolase IB subunit alpha2 (Homo sapiens), P68402; inhibition, % at 3.39 µM; actives 1.2% (n = 340,000); recombinant PAFAH1B2, FP-rhodamine activity probe;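 active means inhibition above the mean of all tested compounds plus 3 SD, cut at about 24% in these data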;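 further: 0% = enzyme with DMSO and 100% = wells lacking PAFAH1B2; many of its hits are not listed in these tables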
* = called active by the depositor; . = not tested or not shown. Some of the compounds tested, so the mix of outcomes need not match the whole.

cpd	SMILES	EBNA-1 inh	PAFAH2 inh	PAFAH1B3 FP inh	pPAFAH FP inh	ZTA counter	PREPL inh	LYPLA2 inh	LYPLA1 counter	PAFAH1B2 FP inh
1	Cc1nc2cc(NCc3cc([N+](=O)[O-])ccc3O)ccc2n1Cc1ccccc1	8.2	6.1	-1.8	9.0	-4.5	6.1	7.2	-0.1	6.0
2	CS(=O)(=O)c1cccc(C(=O)Nc2cccc(-c3nc4ccccc4[nH]3)c2)c1	-7.2	-5.9	-4.4	-0.5	10.9	-6.1	-21.9	-18.3	0.5
3	CCn1c(CNC(=O)c2cccc(C)c2)nnc1SCC(=O)N1CCOCC1	17.3	1.0	0.4	1.4	-0.6	2.4	1.2	-3.7	1.1
4	O=C(Nc1cccc([N+](=O)[O-])c1)c1ccc2nc(N3C(=O)CCC3=O)sc2c1	-3.2	-14.3	-6.9	-8.0	-10.6	5.1	-15.4	-18.5	-3.0
5	CC1CCC2(CC1)NC(=O)N(CC(=O)Nc1nc(-c3ccc(F)cc3)cs1)C2=O (configuration not stated)	-11.2	-4.5	0.4	7.1	-0.4	9.2	5.2	3.0	-6.1
6	CC(C)=C1SC(N2CCN(Cc3ccccc3)CC2)=NC1=O	-6.6	3.0	0.0	5.9	-1.1	-4.7	9.3	-3.1	4.4
7	O=C(CN1CCN(S(=O)(=O)c2ccccc2)CC1)Nc1ccnn1C1CCCC1	.	1.5	8.3	-4.3	-7.0	7.7	0.1	2.5	5.6
8	CCN(CC)C(=O)c1sc2nc(Cc3ccccc3)[nH]c(=O)c2c1C	6.4	-3.8	-1.9	3.0	9.3	-7.0	-5.0	-2.4	-5.2
9	CC1CCCC(C)N1C(=C(Cl)Cl)C(=C1SCCS1)[N+](=O)[O-] (configuration not stated)	-6.1	16.4	6.8	5.4	0.1	2.0	-6.3	-0.6	4.8
10	C=CCNC(=O)c1ccc(-c2nc3ccccc3nc2-c2ccccc2)cc1	0.8	1.9	2.6	3.7	-4.6	3.2	-5.0	-0.1	6.2
11	Nc1nc(NC(=O)c2ccccc2Cl)nn1-c1ccccc1	2.0	.	.	3.9	6.8	9.0	1.1	2.9	.
12	C=CCN(C(=O)c1csnn1)C(C(=O)NCc1ccc(F)cc1)c1ccccc1 (configuration not stated)	-16.4	8.3	5.4	-3.5	-0.5	10.0	-2.3	0.2	11.1
13	Cc1cn(CC(=O)c2ccccc2)c2ccccc12	11.0	-3.9	0.2	7.0	-11.3	7.8	-5.9	-4.2	1.8
14	COc1ccc(S(=O)(=O)N(C)c2ccc(C(=O)N3CCN(c4ccccc4)CC3)cc2)cc1OC	-12.9	-3.8	3.9	8.3	-7.7	18.2	5.4	3.4	-2.9
15	CC(O)CNc1ncnc2nc[nH]c12 (configuration not stated)	7.1	-5.9	7.5	9.1	2.9	3.1	3.1	1.8	-2.4
16	COc1cc(C(CCN2CCCC2)c2c(OC)cc(OC)c3c(C)cc(=O)oc23)cc(OC)c1OC (configuration not stated)	-7.9	-0.1	-0.6	0.6	3.6	-10.6	-10.3	0.6	0.8
17	O=C(C1CCN(S(=O)(=O)c2cccs2)CC1)N1CCN(c2ccccc2)CC1	13.6	-2.8	3.9	3.7	-7.3	-0.5	8.2	0.7	2.2
18	Cc1ccc(NC(=O)CCSc2nnc(Cc3ccccc3)o2)cc1	-16.2	-6.9	-1.1	0.9	-10.0	-44.0	-3.3	0.0	0.6
19	NC1=NC[C@H](CC2CCCCC2)N1CCc1cc(C(F)(F)F)cc(C(F)(F)F)c1	-8.8	-2.6	0.9	1.2	-7.3	17.4	-4.7	-1.0	-5.3
20	COC(=O)CN(n1cnnc1)S(=O)(=O)c1ccc(C)cc1	-3.5	-2.0	0.0	-2.3	15.9	6.6	4.8	0.9	7.6
21	CN(C(=S)NC(=O)c1ccccc1Br)C1CCCCC1	7.5	-0.9	-6.1	0.7	-18.1	23.1	3.9	1.0	-2.5
22	O=C(COc1ccc(Br)cc1Cl)NC(=S)Nc1ccccn1	-3.0	-11.0	3.4	2.6	-3.8	-1.1	4.1	0.8	-0.4
23	COc1ccccc1CNc1ccc(N2CCOCC2)c(C(=O)O)c1	14.7	-3.2	-5.2	-1.4	6.8	-10.8	3.7	0.3	6.9
24	CCOc1ccc(S(=O)(=O)N2CCCC(C(=O)N3CCOCC3)C2)cc1C (configuration not stated)	9.4	-0.3	-12.7	1.8	-5.9	11.5	-2.4	-1.5	-3.5
25	CCC1CCCCN1C(=O)CCS(=O)(=O)c1ccccc1 (configuration not stated)	5.6	-0.4	10.7	4.8	-12.0	7.3	4.9	-2.0	2.7
26	O=C(c1ccco1)N1CCN(S(=O)(=O)c2ccc3c(c2)CCN3C(=O)C2CC2)CC1	10.3	-0.9	3.6	1.7	2.2	-10.4	8.9	2.5	0.8
27	Cc1ccc(NC(=O)CS(=O)CC(=O)NCCCN(C)c2ccccc2)cc1 (configuration not stated)	-10.7	9.9	6.8	-4.6	5.1	9.8	2.4	1.4	2.0
28	Cc1cc(=O)oc(C)c1C(=O)OC(C(=O)c1ccccc1)c1ccccc1 (configuration not stated)	2.8	-4.4	5.1	1.0	-6.1	-11.8	2.0	0.8	-1.4
29	Cc1nn2c(nc1=O)SCC(c1ccccc1)=N2	-9.8	-8.4	0.8	-6.8	16.1	-1.6	-4.3	3.1	2.5
30	CSc1nc2ccsc2c(=O)n1-c1ccccn1	6.9	4.8	2.0	-4.7	-23.3	-0.7	4.1	-1.1	4.6
31	CN(Cc1ccccc1)C(=O)c1ccccc1NC(=O)c1ccco1	1.2	1.0	-1.8	-4.0	17.3	-1.1	-2.7	1.3	-6.2
32	O=S(=O)(/N=C(/Sc1ccccc1)c1ccccc1)c1ccccc1	10.5	-3.4	-1.6	-2.0	12.4	-3.9	3.0	-5.2	4.1
33	Cc1csc(NC(=O)c2cc3c(C)nn(Cc4ccccc4Cl)c3s2)n1	-7.7	-20.2	-1.4	-14.3	1.1	-29.4	-39.5	-72.7	0.9
34	COc1ccc(CCNC(=O)C2CCCN(c3ncccn3)C2)cc1 (configuration not stated)	0.0	5.2	6.1	0.1	7.0	0.5	-0.1	-0.3	2.6
35	CCC(=O)Nc1nc(CC(=O)Nc2ccccc2)cs1	1.8	1.5	8.7	-1.0	12.9	-1.7	-0.7	-0.4	2.7
36	CN(Cc1ccccc1F)C(=O)c1sccc1-c1ccccc1	5.3	4.7	4.8	3.4	-7.6	-12.3	1.6	-3.7	10.4
37	COc1ccc(-c2sc3cc(OC)c(OC)cc3c2C#CCO)cc1	.	2.1	11.6	19.5	.	22.9	.	.	9.6
38	Cc1cc(Oc2ccc(=O)[nH]n2)nc(Cl)n1	-3.2	1.0	8.8	4.2	-12.3	1.1	-2.2	1.9	-0.6
39	Nc1cc(N2CCOCC2)c(Cl)cc1[N+](=O)[O-]	7.5	2.1	7.6	0.1	6.5	5.4	6.1	8.1	-2.5
40	O=C(NN=C1CCCC1)c1sc2ccccc2c1Cl	-9.4	-4.5	0.1	0.9	19.8	3.4	0.9	1.8	-0.5
41	COc1cc(OC)c(-n2cc(-c3ccc(Cl)cc3)[nH]c2=O)cc1Cl	1.9	-1.4	3.5	-1.8	7.2	29.4	-3.2	-4.2	0.0
42	CN(c1ccc(C(=O)NCCSCc2ccco2)cc1)S(C)(=O)=O	-10.4	2.3	2.9	0.0	-2.1	12.4	-3.6	2.7	14.7
43	c1ccc2c(c1)[nH]c1nc(SCCN3CCOCC3)nnc12	3.8	-0.1	1.1	3.0	5.0	6.9	-3.3	4.4	1.0
44	COc1ccccc1OCc1ccc(C(=O)N2CCN(C)CC2)o1	3.1	-11.2	8.0	0.3	-8.4	-4.7	3.2	-0.3	1.8
45	Cn1nnc(NC(=S)NC(=O)Cc2ccccc2)n1	-4.8	.	.	1.9	-6.3	0.2	5.5	0.0	.

2 compounds drawn at random from those above, as already listed:
cpd	SMILES	EBNA-1 inh	PAFAH2 inh	PAFAH1B3 FP inh	pPAFAH FP inh	ZTA counter	PREPL inh	LYPLA2 inh	LYPLA1 counter	PAFAH1B2 FP inh
44	COc1ccccc1OCc1ccc(C(=O)N2CCN(C)CC2)o1	3.1	-11.2	8.0	0.3	-8.4	-4.7	3.2	-0.3	1.8
43	c1ccc2c(c1)[nH]c1nc(SCCN3CCOCC3)nnc12	3.8	-0.1	1.1	3.0	5.0	6.9	-3.3	4.4	1.0

Following part
cpd	SMILES	EBNA-1 inh	PAFAH2 inh	PAFAH1B3 FP inh	pPAFAH FP inh	ZTA counter	PREPL inh	LYPLA2 inh	LYPLA1 counter	PAFAH1B2 FP inh
46	CSc1ncc(Cl)c(C(=O)NCc2ccc3c(c2)OCO3)n1	-9.1	-8.0	0.4	2.9	-5.7	7.4	-6.6	2.1	-2.8
47	O=C(c1cc2cc([N+](=O)[O-])ccc2oc1=O)n1cccn1	2.0	-0.1	6.5	4.7	-15.8	5.9	0.5	-1.6	2.9
48	O=c1c2ccccc2ncn1-c1ccc2c(c1)OCCO2	-1.7	-1.8	9.1	1.5	-19.0	1.4	2.8	0.3	3.0
49	CC1Cc2ccccc2N1C(=O)C12CCC(C)(C(=O)C1)C2(C)C (configuration not stated)	10.3	0.1	0.4	-4.1	6.4	-3.3	4.4	0.7	-1.4
50	CC(C)(C)NC(=S)NNC(=O)c1ccc2ncccc2c1	1.4	6.4	5.9	2.7	14.8	-6.0	2.2	-4.0	0.0
51	CC(C)(C(=O)c1ccccc1)/[N+]([O-])=C/c1ccc(F)cc1	5.9	4.7	0.8	3.3	8.6	-2.8	-4.2	0.4	1.7
52	C/C(=N\Nc1cc(-c2ccccc2)nc(-c2ccc(Br)cc2)n1)c1cccc(N)c1	1.7	-8.9	2.1	9.7	0.8	12.3	-21.1	-20.3	-1.9
53	CN1CCc2c(sc3nc(NN)n(Cc4ccccc4)c(=O)c23)C1	4.8	3.6	-1.1	7.0	-3.8	26.4	-8.5	1.0	5.0
54	CCc1c(C)sc(NC(=O)CCc2ccc(OC)cc2)c1C(N)=O	-9.5	1.6	-0.8	0.7	-1.4	13.0	0.5	-0.3	-1.6
55	O=C(C[C@@H]1C/C=C/CC[C@@H](Cc2ccc(F)cc2)C(=O)O[C@@H](c2ccccc2)CNC1=O)NCCO	.	0.6	-5.3	7.2	.	16.3	.	.	18.1
56	COc1ccccc1NC(=O)C(C/C=C(\C)Cl)C(C)=O (configuration not stated)	4.8	-2.4	9.7	-1.7	-1.6	7.7	-0.1	-2.0	-1.2
57	CN(C)CCNC(=O)C(=O)NCC(c1ccc2c(c1)OCO2)N1CCN(c2ccc(F)cc2)CC1 (configuration not stated)	-5.0	0.2	9.7	1.5	-9.1	31.4	-1.2	4.0	-0.8
58	CCOCCCNC(=O)c1ccc(N(C)S(=O)(=O)c2ccc(OC)cc2)cc1	12.8	3.3	-9.2	0.4	14.6	-2.0	-2.5	-1.3	4.0
59	CCNC(=S)N(Cc1ccco1)Cc1cc2cc(OCC)ccc2[nH]c1=O	-5.7	7.2	1.2	1.5	-5.2	20.2	-0.4	-0.2	5.1
60	Cc1ccccc1N=C(NOCc1ccc(Cl)cc1Cl)c1nonc1N	7.4	-3.8	-1.8	-0.2	-1.5	15.5	-16.6	-5.2	-2.7
